Bioassay records (PubChem BioAssay)
Mito fusion yeast: inhibitors of mitochondrial division or activators of mitochondrial fusion. S. cerevisiae fusion-defective mutant growth rescue, CellTiterGlo 48 h. 0.23% of 320,000 active. Potency, µM (top dose mostly 46.1 µM), for inactives: at the top dose growth rescue (activation), actives largely listed as activators;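 further: potency means the concentration at half of the fitted maximal effect; % of control where 0% means no effect; nearly all actives have a fitted effect of over 45% in size; temperature-sensitive fusion mutants such as fzo1-1 at 37 °C on non-fermentable ethanol glycerol medium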
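Read-out: ATP-based luminescence (CellTiterGlo, 10 min ambient) reporting growth of fusion-defective ts yeast after 48 hours at 37C on glycerol/ethanol YPEG medium in the presence of compound.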
TCR activator: activates T cell receptor signaling; primary human leukocytes, anti-CD3, IL-2 HTRF, 48 h; Potency, µM (titrated, usually from 9.22 µM), for inactives: top-dose activation of IL-2 secretion, actives largely listed as activators; 330,000 tested, under 10 active; further: % of control where 0% means no effect
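Activity was scored as IL-2 release from primary human leukocytes given only a TCR signal (a-CD3 beads) plus compound for 48 hr. Detection used a two-antibody HTRF format read at 665nm.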
TSHR antagonist: antagonists of human thyroid stimulating hormone receptor; TSHR-expressing cells, TSH-stimulated cAMP HTRF, 2 h; hits give low values; activity change, negative = inhibition, % at 11.5 µM; AID 504810; 0.2% of 330,000 active; P16473;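 active means activity change below a set negative limit, meaning inhibition stronger than a set level, cut at about -70% in these data; inconclusive means activity change between two set negative limits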; further: on the % scale 0 is the no-effect control and ±100 the full control effect
Target sequence (P16473 whole entry, looked up): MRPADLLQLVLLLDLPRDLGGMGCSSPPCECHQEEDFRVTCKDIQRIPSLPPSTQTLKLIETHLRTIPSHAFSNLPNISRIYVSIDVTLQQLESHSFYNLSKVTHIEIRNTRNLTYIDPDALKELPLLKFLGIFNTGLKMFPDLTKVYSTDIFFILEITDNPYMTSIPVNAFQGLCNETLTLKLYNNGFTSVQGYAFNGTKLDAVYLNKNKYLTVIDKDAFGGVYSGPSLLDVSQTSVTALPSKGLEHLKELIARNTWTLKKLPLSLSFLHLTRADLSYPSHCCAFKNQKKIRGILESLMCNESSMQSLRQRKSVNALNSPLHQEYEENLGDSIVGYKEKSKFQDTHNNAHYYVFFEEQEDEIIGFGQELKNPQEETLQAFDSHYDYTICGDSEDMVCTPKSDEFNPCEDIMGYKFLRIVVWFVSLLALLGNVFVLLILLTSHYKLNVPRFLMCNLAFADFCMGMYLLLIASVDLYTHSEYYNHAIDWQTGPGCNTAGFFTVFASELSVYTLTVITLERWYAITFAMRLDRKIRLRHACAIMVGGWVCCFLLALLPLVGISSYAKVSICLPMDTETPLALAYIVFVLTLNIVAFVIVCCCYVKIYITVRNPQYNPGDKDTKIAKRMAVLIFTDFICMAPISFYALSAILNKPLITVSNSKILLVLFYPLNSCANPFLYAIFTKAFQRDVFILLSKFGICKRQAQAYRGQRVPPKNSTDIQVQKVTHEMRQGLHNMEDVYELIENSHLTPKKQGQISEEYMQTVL
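TSHR-expressing cells, 200/well, pre-treated with compound, then stimulated with EC80 TSH (4nM final) for 2 hours at 37 deg C. cAMP measured by competitive HTRF: anti-cAMP cryptate antibody in lysis buffer plus cAMP-d2, read after 30 minutes at room temperature.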
ELG1 DNA repair: inhibitors of ELG1-dependent DNA repair in HEK293T cells; AID 504467; HEK293T ELG1-luciferase reporter, luminescence, 16 h; DNA damage induced by 5-fluorouridine; 2.3% of 330,000 active; Potency, µM (highest dose often 46.1 µM), for inactives: at the top dose activity change, negative = inhibition, actives largely listed as inhibitors; further: potency means the concentration at half of the fitted maximal effect; on the % scale 0 is the no-effect control and ±100 the full control effect; nearly all actives have a fitted effect of over 55% in size
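Overnight (16 hr) co-exposure of 2,000 cells/well to 5-fluorouridine and compound at 37 °C preceded detection. Luciferase was quantified via ONE-Glo luminescence; loss of signal denotes inhibition.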
Tb PFK inh: blocks T. brucei phosphofructokinase; T. brucei PFK, ADP-Glo luminescence; 0.17% of 330,000 active; Potency, µM (series often up to 57.5 µM), without a hit: at the top dose activity, negative = inhibition, hits mostly inhibitors;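 further: potency means the concentration at half of the fitted maximal effect; 0% = uninhibited 1x PFK enzyme wells and -100% = no-enzyme wells; nearly all actives have a fitted effect of over 60% in size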
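In TEA buffer at pH 8.0 with 5 mM MgCl2, enzyme (1.25 nM) converted F6P (0.5 mM) and ATP (0.1 mM) for 45 min at room temperature. ADP product was read by luciferase luminescence.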
Eya2 phos inh: inhibitors of human Eya2 phosphatase activity. O00167. recombinant Eya2, OMFP fluorescence dephosphorylation (OMFP is methylfluorescein phosphate). Potency, µM (series often up to 76.9 µM), for inactives: top-dose activity, negative = inhibition, most hits filed as inhibitors. 0.006% of 330,000 active. AID 488837; further: potency means the concentration at half of the fitted maximal effect; on the % scale 0 is the no-effect control and ±100 the full control effect
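Eya2 (0.2 uM) preincubated 10 min at ambient with compound, then OMFP substrate added at 50 uM; 10 min reaction in 50 mM HEPES pH 7.5, 50 mM NaCl, 5 uM MgCl2, 0.05% BSA, 1 mM DTT. Fluorescence read at Ex 485/Em 525 nm.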
a7 integrin act: activators of alpha7 integrin expression for muscular dystrophy; alpha7betagal myoblasts, beta-gal FDG fluorescence, 48 h; Potency, µM (top dose mostly 38.3 µM), inactives show top-dose activation, hits mostly activators; 0.064% of 350,000 active; AID 624291;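 further: potency means the concentration at half of the fitted maximal effect; 100% = response of the positive control SU9516; nearly all actives have a fitted effect of over 60% in size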
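Alpha7betagal+/- myoblasts (passage 13) were plated 16-24 hr, then exposed to compounds (1:260 dilution of DMSO stock) for 48 hours at 37C. After MPER lysis, β-galactosidase reporter activity was read as FDG fluorescence (ex 480/em 540) after 30 minutes.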
A-T KAP1 phos: candidate therapy for ataxia-telangiectasia | 0.19% of 320,000 active | Potency, µM (top dose mostly 57.5 µM), for the others: at the top dose activation, usual class: activators | […] A-T fibroblasts, KAP-1 phosphorylation AlphaLISA; neocarzinostatin DNA damage 30 min before lysis | AID 485349; further: potency means the concentration at half of the fitted maximal effect; % of control where 0% means no effect; nearly all actives have a fitted effect of over 45% in size
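hTERT-immortalized A-T patient fibroblasts ([…]), 500 cells/well in OPTI-MEM, 1% FBS, got compounds for 60 min, then NCS for 30 min at 37C. Lysates were then assayed for phospho-KAP-1 by AlphaLISA (anti-pKAP1 donor, anti-KAP1 acceptor beads), 6 hr at 25C.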
S-ASM inh: blocks human secretory acid sphingomyelinase; placental ASM, HMU-PC fluorogenic substrate, 60 min; Potency, µM (series often up to 57.5 µM), inactives show top-dose activity change, negative = inhibition, hits mostly inhibitors; 0.006% of 340,000 active; AID 504937; further: potency means the concentration at half of the fitted maximal effect
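Fluorescence read-out (Ex 386 nm, Em 447 nm) after stopping the reaction at pH 10. Enzyme: ASM from human placenta; substrate HMU-PC0, 9 uM final; 60 min, 37 °C. Compound preincubation 10 min, ambient temperature.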
Chronic BCR inh: inhibitors of chronic active B-cell receptor signaling | Potency, µM (series often up to 46.1 µM), without a hit: at the top dose ratio change, negative = lower green/red ratio, actives largely listed as inhibitors | ABC-DLBCL IkBa-CBG/CBR reporter, luminescence ratio, 4 h | 0.05% of 340,000 active; active means well fitted inhibition curve with a large enough effect in the signal ratio, with a control signal flat, not every such curve was filed as active; inconclusive means small, poorly fitted or top-dose-only effect, or effect the other way, or a change in a side signal; the % refers to the signal ratio;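 further: potency means the concentration at half of the fitted maximal effect; plate controls were basal doxycycline-induced cells for no effect and cells given 10 µM MG132 for full effect; MG132 reads +100%, hits lower the ratio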
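Cell line TMD8 (human ABC DLBCL), stably expressing tet-inducible CBG68-IkBa fusion and CBR; IMDM/0.5% FBS; cpd up to 46 uM; dox induction, 4 h, 37C/5% CO2; dual luminescence; green/red ratio; MG132 control.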
PTAP TSG101 blk: blocks PTAP/TSG101 interaction to inhibit HIV-1 budding; Fluorescence polarization, FITC-PTAP peptide / Tsg101 binding; Potency, µM (top dose mostly 115 µM), for the others: at the top dose activity change, negative = inhibition, usual class: inhibitors; 340,000 tested, under 10 active; active means well fitted inhibition curve with a large enough effect in the main read-out, with a control signal flat, not every such curve was filed as active; inconclusive means small, poorly fitted or top-dose-only effect, or effect the other way, or a change in a side signal; inactive means no such curve, though single readings can be large or run the other way; further: potency means the concentration at half of the fitted maximal effect; % of control where 0% means no effect
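Compounds were pin-transferred onto Tsg101 binding domain (10 uM final) in HEPES pH 7.5 buffer, then FITC-PTAP peptide was added at 50 nM final. After 20 min at RT, polarization reported peptide displacement across a qHTS concentration series.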
* = called active by the depositor; ? = inconclusive; / = not tested or not shown; [ ] = dose if it differs, or a comment. Unless noted, the call rests on the fitted dose curve; in most records, active means well fitted curve in the direction sought with a large enough effect; inconclusive means small, poorly fitted or top-dose-only effect, or another doubt; inactive means no such curve, though single readings can be large; an effect the other way counts as inactive or inconclusive.

SMILES	Mito fusion yeast	TCR activator	TSHR antagonist	ELG1 DNA repair	Tb PFK inh	Eya2 phos inh	a7 integrin act	A-T KAP1 phos	S-ASM inh	Chronic BCR inh	PTAP TSG101 blk
CCC(=O)Nc1cc(OC)c(NC(=O)c2ccccc2)cc1OC	-0.7%	1.8%	1.9	0.6%	-2.6%	1.8%	7.6%	1.2%	-0.1%	6.6%	-4.0%
CCCn1nc(C(=O)Nc2nnc(C3CC3)s2)c2ccccc2c1=O	8.5%	0.0%	-12.1	-0.1%	1.1%	18.2%	6.2%	-5.4%	-0.6%	?	-1.4%
C=CCNc1nnc(SC2CC(=O)N(c3ccc(OCCC)cc3)C2=O)s1 (stereo not given)	2.6%	4.6%	3.4	0.0%	-12.9%	-14.3%	-60.6%[inhibitor]	0.1%	-0.5%	?	-4.5%
COC(=O)c1sc(N)c(C(=O)OC)c1COC(=O)CNS(=O)(=O)c1cccc(C#N)c1	-1.4%	-4.7%[46.1 µM]	15.1	?	-0.3%	-0.9%	?	4.7%	3.4%	2.8%	0.0%
Cn1c(SCC(=O)N2c3ccccc3Sc3ccccc32)nc2ccccc21	?	9.7%[46.1 µM]	12.2	-0.4%	-4.5%	-2.9%	38.5%	0.6%	-8.0%	?	-0.4%
Cc1nc2scc(-c3cccs3)c2c(=O)n1CC(=O)O	-1.3%	6.8%	9.7	4.6%	-4.1%	8.9%	-2.1%	-2.0%	1.2%	?	-5.0%
CCOC(=O)/C(C#N)=C\c1ccco1	2.0%	3.9%	6.9	4.4%	-2.1%	-10.4%	7.0%	-1.1%	3.8%	-0.8%	-4.6%
COc1cccc(C2CC(c3ccccc3Cl)n3ncnc3N2)c1 (stereo not given)	4.3%	-0.6%	23.1	10.0%	20.9%	-1.0%	9.5%	12.4%	7.4%	?	-7.6%
CCS(=O)(=O)N1CCN(C(=O)C(c2ccccc2)c2ccccc2)CC1	-1.4%	-2.5%	14.7	3.6%	0.6%	-6.3%	3.0%	3.7%	-1.5%	-4.5%	-8.0%
N#Cc1c(-c2ccccc2F)cc(-c2cccnc2)nc1N	24.8%	0.7%[46.1 µM]	-13.0	-25.2%	4.1%	-3.7%	16.1%	18.7%	/	-0.3%	0.5%
O=C(O)c1ccccc1-n1c(-c2ccccc2)cc2c1CCCC2=O	2.9%	0.8%	-3.5	-3.9%	-1.0%	-7.4%	7.0%	1.3%	-1.9%	?	-3.7%
CC1=CC(C)(C)NC(=S)N1C(C)c1ccccc1 (stereo not given)	-15.9%	-11.4%	-7.0	14.4%	0.7%	7.0%	-53.3%[inhibitor]	0.0%	-1.2%	2.9%	-1.5%
O=C(Nc1ccc(Cl)cc1)C1=Cc2cc(Cl)ccc2OC1	3.4%	3.6%	-22.9	-12.7%	-4.3%	-21.8%	?	6.9%	-13.0%	?	-11.1%
Cc1nn(C(C)C(=O)Nc2ccccc2Cl)c(=O)c2nn(-c3ccccc3)c(C)c12 (stereo not given)	-5.2%	3.4%	19.1	3.0%	4.5%	-9.1%	-8.8%	-4.0%	0.6%	-7.0%	-2.5%
CCn1c(SCC(=O)Nc2ncc(C(F)(F)F)cc2Cl)nnc1-c1ccccc1	-4.1%	-2.4%[46.1 µM]	7.7	3.2%	6.5%	0.6%	14.1%	/	-3.1%	7.0%	-5.7%
O=C(Nc1ccc(S(=O)(=O)Nc2ccnn2-c2ccccc2)cc1)C(F)(F)F	11.0%	-0.7%	-2.8	3.5%	0.1%	-6.7%	?	0.0%	-1.3%	-0.2%	-1.8%
COCCNC(=O)c1cc(-c2ccncc2)nc2ccc(S(=O)(=O)N3CCOCC3)cc12	1.9%	5.0%	-5.1	18.2%	0.9%	-4.7%	-21.9%	1.2%	-2.9%	1.2%	-4.8%
COc1ccc([N+](=O)[O-])cc1NS(=O)(=O)c1ccc(C)cc1	16.2%	7.5%	-6.4	-2.7%	-4.7%	19.9%	-8.0%	-18.2%	-0.6%	-1.1%	-0.8%
O=[N+]([O-])c1cccc(C2(O)COc3ccccc3O2)c1 (stereo not given)	3.5%	5.2%	-13.5	14.4%	-2.6%	-0.3%	-10.9%	7.6%	-1.2%	?	-1.2%
C=C(C)CSc1nnc(CCNC(=O)OC(C)(C)C)o1	7.2%	/	21.9	-1.9%	-2.1%	-1.9%	2.2%[7.66 µM]	6.8%	4.6%	-0.2%	-2.2%
CC(=O)[C@@H]1[C@@H]2C(=O)N(Cc3ccccc3)C(=O)[C@@H]2C2c3ccccc3C=CN21 (stereo not given in full)	1.7%	/	0.6	-3.6%	6.1%	29.3%	-36.9%	3.6%	3.2%	?	-14.3%
O=C(Cc1cccs1)Nc1nnc(SCc2ccc(C(F)(F)F)cc2)s1	-4.0%	0.0%[46.1 µM]	-4.4	15.0%	-1.8%	6.7%	14.9%	3.8%	2.1%	?	0.9%
CCOC(=O)CN1NC2(CCCC(C)C2)NC1=S (stereo not given)	-1.4%	-0.7%	27.4	-0.2%	2.2%	-23.4%	0.0%	-2.4%	4.5%	3.0%	-11.6%
COc1ccc(-c2ocnc2C(=O)Nc2ccccc2N2CCCCC2)cc1	3.7%	1.2%	-23.3	-9.8%	1.5%	-6.4%	-38.9%	6.2%	-0.2%	4.7%	-5.5%
O=C(CN1CCCCC1)Nc1ccccc1Cl	0.7%	-5.0%	0.6	?	-1.3%	-11.1%	-8.7%	7.0%	2.0%	5.9%	1.5%
CC(=O)Nc1ccc(S(=O)(=O)N2C(C)CCCC2C)cc1 (stereo not given)	2.0%	0.7%	7.9	5.4%	1.7%	8.1%	-4.7%	0.4%	4.6%	-3.9%	0.0%
Cc1ccccc1C(=O)NCC(=O)N1CCN(C/C=C/c2ccccc2)CC1	/	-5.4%	/	?	2.1%	-37.4%	2.5%	-2.5%	2.3%	-11.0%	-1.9%
Cc1nc(Cl)c2c(n1)NC(=O)CO2	-3.2%	-6.6%	-4.4	0.0%	0.9%	2.3%	7.5%	-9.5%	-0.8%	12.1%	0.0%
Cc1cccc(Oc2coc3cc(OC(=O)c4cncc(Br)c4)ccc3c2=O)c1	1.6%	-1.1%[46.1 µM]	18.1	?	-0.5%	10.4%	13.7%	-7.5%	25.8%	2.7%	6.0%
COc1ccc(/C=N/Nc2nncn2N)cc1Br	-1.0%	3.4%	12.7	3.5%	0.1%	-9.1%	-1.2%	18.9%	9.2%	?	-0.7%
